Compound activity from PubChem BioAssay.
HP1b binding inh = inhibitors of HP1-beta chromodomain binding to methylated histone tails. Potency, µM (doses to about 114 µM), inactives show top-dose activity change, negative = inhibition, actives largely listed as inhibitors. P83916. AlphaScreen HP1-beta / biotin-H3K9me3 peptide binding. 0.56% of 390,000 active; note: potency is the fitted concentration of half-maximal effect; nearly all actives have a fitted effect of over 70% in size; inactives centre near 23
Target sequence (P83916 whole entry, looked up): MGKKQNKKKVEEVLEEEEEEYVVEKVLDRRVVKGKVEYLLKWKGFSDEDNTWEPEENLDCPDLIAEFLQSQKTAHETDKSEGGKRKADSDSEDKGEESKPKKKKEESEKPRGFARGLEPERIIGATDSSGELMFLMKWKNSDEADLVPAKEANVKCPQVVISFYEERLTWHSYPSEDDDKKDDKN
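AlphaScreen: HP1-beta (50 nM) preformed 30 min with biotin-H3(1-18)K9me3 peptide (50 nM) in PBS pH 7.4, 0.01% Tween-20. Compound added for 30 min at RT, then streptavidin donor/nickel chelate acceptor beads (10 ug/mL) for 30 min.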
JMJD2A Tudor = JMJD2A Tudor domain (human) inhibition; AlphaScreen JMJD2A-Tudor / H3K4me3 peptide binding; Potency, µM (doses to about 114 µM), for the others: at the highest dose activity change, negative = inhibition, usual class: inhibitors; 4.4% of 390,000 active; AID 504339; note: potency is the fitted concentration of half-maximal effect; % is set by controls: 0 for no effect and ±100 for the full control effect; nearly all actives have a fitted effect of over 50% in size
PI4K2A inh = blocks human PI4K2A kinase activity; Q9BTU6; purified PI4K2A, ADP-Glo luminescence, 1 h; hits give low values; activity change, negative = inhibition, % at 76.9 µM; 0.13% of 420,000 active; AID 1346378; in the data active = activity change below about -50%; inconclusive = mostly about -30% to -49%;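 note: -100% = wells without enzyme as full effect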
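ADP-Glo luminescence measured ADP generated by PI4K2A enzyme (4 ug/mL before mixing) with 1.2 mM PI substrate (pre-mix) and 300 microM ATP (pre-mix). Tris pH7.5 buffer with MgCl2, Triton X-100; 1 h reaction at ambient temperature.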
BAZ2B block = BAZ2B (human) inhibition | Q9UIF8 | AlphaScreen BAZ2B-H3K14Ac peptide displacement | Potency, µM (top dose mostly 114 µM), inactives show at the top dose activity change, negative = inhibition, hits mostly inhibitors | 4.4% of 360,000 active; note: potency is the fitted concentration of half-maximal effect; % is set by controls: 0 for no effect and ±100 for the full control effect; nearly all actives have a fitted effect of over 60% in size
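BAZ2B 50 nM plus b-H3(5-23)K14Ac 50 nM, PBS pH 7.4/0.01% Tween-20, 30 min RT; compound added (max 110 uM), 30 min RT; streptavidin donor/Ni-chelate acceptor beads 10 ug/mL final, 20 min dark; AlphaScreen read.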
RGS4 inh = blocks human RGS4-accelerated GTP hydrolysis. P49798. Transcreener GDP fluorescence polarization, RGS4-accelerated GTP hydrolysis. Potency, µM (doses to about 114 µM), for the others: at the top dose activity change, negative = inhibition, usual class: inhibitors. 0.039% of 390,000 active; note: potency is the fitted concentration of half-maximal effect; % is set by controls: 0 for no effect and ±100 for the full control effect; nearly all actives have a fitted effect of over 75% in size; some results filed as inactive show a strong effect at the top dose
Target sequence (P49798 whole entry, looked up): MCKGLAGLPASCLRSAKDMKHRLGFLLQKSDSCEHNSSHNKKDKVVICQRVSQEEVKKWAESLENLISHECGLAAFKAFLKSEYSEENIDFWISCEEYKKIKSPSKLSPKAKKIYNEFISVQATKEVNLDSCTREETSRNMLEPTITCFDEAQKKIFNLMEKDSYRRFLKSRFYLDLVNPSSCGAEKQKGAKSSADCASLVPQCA
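MLSMR compounds (23 nl, pin-transferred) preincubated 10 min at room temperature with a 500nM (2x) first reagent, then RGS4 at 900nM (2x) plus Transcreener GDP mix added; fluorescence polarization (620/688 nm) read before and after 90 min at 30 °C.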
ERG Ets-DNA blk = blocks human ERG Ets domain binding to DNA. fluorescence polarization, His-ERG Ets domain / labelled DNA. Potency, µM (highest dose often 76.9 µM), for the others: top-dose FP activity, negative = inhibition, actives largely listed as inhibitors. 0.028% of 370,000 active; active = well fitted inhibition curve with a large enough effect in the polarisation, with a control signal flat; inconclusive = small, poorly fitted or top-dose-only effect, or effect the other way, or a change in a side signal; inactive = no such curve, though single readings can be large or run the other way; the % refers to the polarisation;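 note: polarization taken with two DNA probes labelled with fluorescein and Texas red; potency is the fitted concentration of half-maximal effect; % of control where 0% means no effect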
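His-tagged ERG Ets domain (1 uM in the protein solution; 300mM KCl, 50mM Tris-HCl, 1mM EDTA, 1mM DTT, pH 7.5) received compound, then a probe mix of 5 nM fluorescein-DNA and 100nM Texas-615-DNA. Fluorescence polarization was read for both dyes.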
G9a block = blocks human histone lysine methyltransferase G9a | Q96KQ7 | G9a H3K9 monomethylation, AlphaScreen, 2 h | Potency, µM (series often up to 102 µM), for the others: at the highest dose activity, negative = inhibition, most hits filed as inhibitors | 8.8% of 350,000 active; note: potency is the fitted concentration of half-maximal effect; % is set by controls: 0 for no effect and ±100 for the full control effect; nearly all actives have a fitted effect of over 75% in size
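Compounds were preincubated with 20 nM G9a for 15 min, after which biotinylated H3K9 peptide (500 nM) and SAM (20 uM) started a 2 h room-temperature reaction. Monomethylated product was quantified by antibody-based AlphaScreen chemiluminescence.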
12-LOX inh = inhibitors of human 12S-lipoxygenase ALOX12. P18054. purified 12hLO, xylenol orange hydroperoxide absorbance. Potency, µM (titrated, usually from 108 µM), for inactives: top-dose activity change, negative = inhibition, hits mostly inhibitors. 1.1% of 580,000 active; note: potency is the fitted concentration of half-maximal effect; % is set by controls: 0 for no effect and ±100 for the full control effect
Target sequence (P18054 whole entry, looked up): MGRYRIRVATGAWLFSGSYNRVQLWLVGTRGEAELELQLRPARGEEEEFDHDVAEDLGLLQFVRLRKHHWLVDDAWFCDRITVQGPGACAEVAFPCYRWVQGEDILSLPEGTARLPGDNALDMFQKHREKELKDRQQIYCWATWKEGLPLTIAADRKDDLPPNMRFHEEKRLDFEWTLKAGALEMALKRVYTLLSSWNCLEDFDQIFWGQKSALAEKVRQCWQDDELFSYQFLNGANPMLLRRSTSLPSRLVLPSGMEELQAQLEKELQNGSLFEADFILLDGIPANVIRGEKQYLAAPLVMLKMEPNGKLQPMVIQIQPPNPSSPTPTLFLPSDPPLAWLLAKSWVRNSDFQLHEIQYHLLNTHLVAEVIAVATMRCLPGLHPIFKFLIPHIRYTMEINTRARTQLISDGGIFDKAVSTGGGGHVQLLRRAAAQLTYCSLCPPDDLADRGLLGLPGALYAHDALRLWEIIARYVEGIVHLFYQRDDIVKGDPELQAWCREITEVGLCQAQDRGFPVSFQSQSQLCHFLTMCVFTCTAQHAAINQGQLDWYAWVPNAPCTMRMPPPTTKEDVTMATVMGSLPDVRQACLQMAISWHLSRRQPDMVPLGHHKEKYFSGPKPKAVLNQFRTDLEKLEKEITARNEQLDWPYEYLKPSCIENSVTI
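Purified human 12hLO (150 nM final) in 25 mM Hepes, 0.01% Triton X-100, pH 7.0 was preincubated 15 min at room temperature with compound. Then 40 uM arachidonic acid was added, 30 min. Hydroperoxide was read by Fe-XO absorbance ratio 573/405 nm.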
GLS inhibitor = glutaminase GLS (human) inhibition. O94925. GLS enzymatic activity, qHTS titration. Potency, µM (highest dose often 45.5 µM), inactives show at the top dose activity change, negative = inhibition, most hits filed as inhibitors. 0.21% of 410,000 active. AID 624170; note: potency is the fitted concentration of half-maximal effect; % is set by controls: 0 for no effect and ±100 for the full control effect
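hKGA in 45 mM KH2PO4 (pH 8.2), 0.02% Tween-20 with compound, then 1mM L-Glutamine (stock as added) plus glutamate oxidase/HRP/Amplex red coupling mix. Fluorescence read initially and after 30 min at RT; signal change reflects glutamate formation.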
Active calls of the source: *; ? = inconclusive; . = not tested or not shown; [ ] = remark or other dose. Unless noted, calls come from the whole dose curve; as a rule, active = well fitted curve in the direction sought with a large enough effect; inconclusive = small, poorly fitted or top-dose-only effect, or another doubt; inactive = no such curve, though single readings can be large; an effect the other way counts as inactive or inconclusive.

SMILES	HP1b binding inh	JMJD2A Tudor	PI4K2A inh	BAZ2B block	RGS4 inh	ERG Ets-DNA blk	G9a block	12-LOX inh	GLS inhibitor
COc1cc(/C=C2\SC(=S)N(NS(=O)(=O)c3ccccc3)C2=O)cc(OC)c1OC	-14%	?	-12	?	-6%	11%	?	0%	?
O=C(O)CSc1cc(C(=O)c2ccccc2O)cn2c(=O)c3c4c(sc3nc12)CCCC4	71µM*	35µM*	1	22µM*	-11%	39%[activator]	?	-25%	7%
CNC(=S)N1CCC(c2nc3ccccc3s2)CC1	34%	-7%	0	-34%	10%	-13%	.	-4%	6%
COCCOC(=O)C1=C(N)OC2=C(C(=O)CCC2)C1c1cccnc1 (stereo unspecified)	47%[activator]	-3%[57.1 µM]	1	?	3%	0%	-39%[12.7 µM]	0%	13%
C=Cc1ccc(Cn2c(=O)n(CC3CCC(C(=O)NC(C)C)CC3)c(=O)c3sccc32)cc1 (stereo unspecified)	-11%	-17%	-1	-8%	-5%	5%	4%[59 µM]	-6%	1%
CCCc1cc(=O)oc2c3c(ccc12)OCN(Cc1ccc(OC)cc1)C3	10%	-25%	-2	0%	11%	-4%	-7%[59 µM]	-22%	-2%
COCCn1nnnc1CN1CCC(NC(=O)c2ccc(Br)cc2)CC1	52%[activator]	-14%	5	-4%	12%	-2%	-4%[59 µM]	0%	2%
Cc1cc(NC(=O)CSc2nnc3c(C)cc4c(C)ccc(C)c4n23)no1	26%	-11%	6	1%	-4%	-7%	?	23%	2%
Cc1ccc(C2CC2C(=O)NNC(=S)Nc2cccc(Cl)c2)cc1 (stereo unspecified)	-34%	-34%	-1	-28%	?	-11%	?	?	11%
O=c1ccc(OCCOc2ccccc2)nn1-c1ccccc1	25%	-8%	0	-3%	11%	.	19%[59 µM]	0%	7%
Cc1ccc(-n2c(C)cc(C(=O)COC(=O)c3ccc[nH]c3=O)c2C)cc1	-1%	-31%	-3	?	-13%	1%	-7%[59 µM]	4%	-12%
O=C1c2ccsc2SCCN1Cc1c(F)cccc1Cl	33%[activator]	0%	-1	-1%	13%	0%	3%	-18%	-1%
CCN1C(=O)CC(C(=O)Nc2ccc(F)cc2)SC1=Nc1ccc2c(c1)OCO2 (stereo unspecified)	21%	-18%	-24	-2%	-6%	-8%	-33%	357%[activator]	-8%
CCC(=O)Nc1cccc(C(=O)Nc2nccs2)c1	1%	-20%	5	-11%	13%	-12%	.	-4%	-15%
OC(c1ccccc1)(c1ccc(F)cc1)C(c1ccccc1)N1CCOCC1 (stereo unspecified)	42%[activator]	-3%	-1	-9%	-29%	1%	?	.	1%
O=S(=O)(c1ccccc1)N1CCC(O)(CN2CCN(c3ccccc3)CC2)CC1	47%[activator]	0%	11	2%	-10%	10%	7%	0%	-16%
Cc1ccc(S(=O)(=O)N2[C@@H](c3ccc(Cl)c(Cl)c3)C(C(=O)O)=C[C@H]2C(C)(C)C)cc1	18%	-13%	-3	.	-2%	2%	.	.	-26%
COc1ccc(NC(=O)CN(C)C2CCCCC2)c([N+](=O)[O-])c1	?	?	-2	?	-15%	-13%	-7%[59 µM]	-4%	-3%
Cn1cc(/C=C(\C#N)C(=O)Nc2ncc(Cc3ccc(Cl)cc3)s2)c2ccccc21	31%	-27%	3	-22%	-46%	-2%	2%[59 µM]	?	-3%
CN(C)c1ccc(C=NNC(=O)c2cccnc2)cc1	37%	-13%	-5	.	?	.	.	4%	9%
O=C(c1ccc(F)cc1)c1cn[nH]c1-c1ccccc1O	32%	-9%	2	.	3%	-1%	-10%[59 µM]	-3%	21%
Cc1cc(NC(=O)CSCC(=O)Nc2nc3ccccc3[nH]2)no1	33%	-8%	0	-2%	-30%	0%	4%[0.501 µM]	2%	3%
COc1ccccc1CN(C)C(=O)CN1CCN(CC(=O)Nc2ccccc2Cl)CC1	22%	-7%	5	-24%	-23%	5%	-31%[12.7 µM]	18%	-5%
COc1cc(NS(=O)(=O)c2cc3[nH]c(=O)[nH]c3cc2C)cc(OC)c1OC	18%[57 µM]	-17%	-2	3%	23%	2%	15%[59 µM]	-14%	4%

Compound profiles (already shown):
COc1ccccc1CN(C)C(=O)CN1CCN(CC(=O)Nc2ccccc2Cl)CC1 is listed as HP1b binding inh = 22%; JMJD2A Tudor = -7%; PI4K2A inh = 5; BAZ2B block = -24%; RGS4 inh = -23%; ERG Ets-DNA blk = 5%; G9a block = -31%[12.7 µM]; 12-LOX inh = 18%; GLS inhibitor = -5%
Cc1ccc(S(=O)(=O)N2[C@@H](c3ccc(Cl)c(Cl)c3)C(C(=O)O)=C[C@H]2C(C)(C)C)cc1 is listed as HP1b binding inh = 18%; JMJD2A Tudor = -13%; PI4K2A inh = -3; BAZ2B block = .; RGS4 inh = -2%; ERG Ets-DNA blk = 2%; G9a block = .; 12-LOX inh = .; GLS inhibitor = -26%
O=S(=O)(c1ccccc1)N1CCC(O)(CN2CCN(c3ccccc3)CC2)CC1 is listed as HP1b binding inh = 47%[activator]; JMJD2A Tudor = 0%; PI4K2A inh = 11; BAZ2B block = 2%; RGS4 inh = -10%; ERG Ets-DNA blk = 10%; G9a block = 7%; 12-LOX inh = 0%; GLS inhibitor = -16%

Remaining list, next part
SMILES	HP1b binding inh	JMJD2A Tudor	PI4K2A inh	BAZ2B block	RGS4 inh	ERG Ets-DNA blk	G9a block	12-LOX inh	GLS inhibitor
Cc1ccc(CC(=O)N(C)CC(=O)N(CC(C)C)c2c(N)n(CC(C)C)c(=O)[nH]c2=O)cc1C	24%	-9%	-2	14%	-7%	-1%	11%[2.33 µM]	?	0%
Cc1nnc(NC(=O)CSc2nc3c(c(=O)n(C)c(=O)n3C)n2C(C)C)s1	39%	-12%	0	-1%	5%	2%	-3%	?	1%
OCCCNc1c2ccccc2nc2ccccc12	30%[57 µM]	-2%	1	-3%	-17%	-24%	-44%	-13%	-5%
CC[n+]1ccc(/C=C2\Sc3ccccc3N2CCCS(=O)(=O)[O-])c2ccccc21	?	?	10	50µM*	-46%	21%	.	?	3%
O=C(NC1CCCC1)C(c1ccncc1)N(C(=O)Cn1nnc(-c2ccccc2F)n1)c1cccc(F)c1 (stereo unspecified)	31%	-4%	3	3%	9%	37%[activator]	41%[activator]	-11%	7%
CN(C(=O)C1CCN(S(=O)(=O)c2cccs2)CC1)C1CCCCC1	14%	-3%	-3	20%	4%	.	-6%	-18%	0%
COCC(=O)Nc1cc(C)cn(Cc2c(F)cccc2Cl)c1=O	17%	?	2	-25%	-75%[56.9 µM]	1%	7%	3%	?
COc1ccc(OC)c(NC(=O)Cn2cnc3ccc(S(=O)(=O)N4CCC(C)CC4)cc3c2=O)c1	-4%	-29%	1	-27%	-13%	5%	-51%[59 µM]	-16%	-2%
Cc1ccccc1CNCCCSc1nnnn1C	46%[activator]	-5%	-1	-22%	-26%	0%	1%[59 µM]	-5%	-6%
S=c1[nH]nc(Cc2cccc3ccccc23)n1-c1ccccc1	8%	79µM*	4	-34%	-19%	2%	?	?	?
COc1ccc(C2=NN(C(=O)c3ccco3)C(c3ccco3)C2)cc1OC (stereo unspecified)	16%	-23%	2	-35%	-33%	-19%	?	?	0%
O=C(NNC(=O)c1ccc(Cl)c(S(=O)(=O)Nc2ccc(Cl)cc2)c1)c1ccc(=O)[nH]c1	14%	-14%	0	3%	-2%	1%	-37%	?	21%

In the list so far, 2 contain a COOH group.
SMILES	HP1b binding inh	JMJD2A Tudor	PI4K2A inh	BAZ2B block	RGS4 inh	ERG Ets-DNA blk	G9a block	12-LOX inh	GLS inhibitor
O=C(O)CSc1cc(C(=O)c2ccccc2O)cn2c(=O)c3c4c(sc3nc12)CCCC4	71µM*	35µM*	1	22µM*	-11%	39%[activator]	?	-25%	7%
Cc1ccc(S(=O)(=O)N2[C@@H](c3ccc(Cl)c(Cl)c3)C(C(=O)O)=C[C@H]2C(C)(C)C)cc1	18%	-13%	-3	.	-2%	2%	.	.	-26%

Additional compounds
SMILES	HP1b binding inh	JMJD2A Tudor	PI4K2A inh	BAZ2B block	RGS4 inh	ERG Ets-DNA blk	G9a block	12-LOX inh	GLS inhibitor
COc1ccc(-c2noc(CSc3nc4ccc(C)cc4[nH]3)n2)cc1	13%	-16%	1	-9%	-11%	-1%	5%[59 µM]	-2%	-14%
CN1CCC(N(C)CC(=O)Nc2cccc(Oc3ccccc3)c2)CC1	-18%	6.3µM*	2	50µM*	-22%	1%	?	?	-5%
Cc1ccc(C2CC(c3cccc(C)c3)n3ncnc3N2)cc1 (stereo unspecified)	8%	-30%	1	0%	14%	-6%	7%	433%[activator]	1%
Cc1ccc(NC(=O)COC(=O)CCC(=O)c2ccc(C(C)(C)C)cc2)c([N+](=O)[O-])c1	?	?	7	?	-14%	-8%	11µM*	2%	4%

Some of the compounds tested (hit frequency here may not be typical).
